Source: PubChem BioAssay (National Center for Advancing Translational Sciences (NCATS))
ASM inhibitor: human S-ASM enzyme inhibition. P17405. placental ASM, HMU-PC fluorogenic substrate, 60 min. Potency, µM (series often up to 57.5 µM), without a hit: top-dose activity change, negative = inhibition, hits mostly inhibitors. 340,000 tested, 0.006% active. AID 504937; also: potency is read from the fitted curve at half-maximal effect
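HMU-PC0 cleavage (9 uM final) by human placental ASM, 60 min at 37 °C following 10 min compound exposure at RT; stopped at pH 10, fluorescence Ex 386/Em 447 nm.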
CXXC DNA block: MLL CXXC-DNA interaction inhibition | Q03164 | MLL-CXXC / FITC-HOXA9 DNA fluorescence polarization | Potency, µM (highest dose often 115 µM), inactives show at the highest dose activity change, negative = inhibition, actives largely listed as inhibitors | 290,000 tested, 0.037% active; active = well fitted inhibition curve with a large enough effect in the polarisation, with a control signal flat, not every such curve was filed as active; inconclusive = small, poorly fitted or top-dose-only effect, or effect the other way, or a change in a side signal; inactive = no such curve, though single readings can be large or run the other way; the % refers to the polarisation; also: potency is read from the fitted curve at half-maximal effect
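Fluorescence polarization: 7 uM MLL-CXXC (stock) preincubated 5 min with compounds, then 50 nM fluorescein-HOX-A9 DNA (stock) added; 30 min ambient. Buffer 50 mM Tris-HCl pH 7.5, 50 mM NaCl, 1 mM DTT, 0.05% BSA.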
Mito fusion act: mitochondrial division inhibition or fusion activation; Potency, µM (series often up to 46.1 µM), for inactives: top-dose growth rescue (activation), most hits filed as activators; S. cerevisiae fusion-defective mutant growth rescue, CellTiterGlo 48 h; 320,000 tested, 0.23% active;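 also: potency is read from the fitted curve at half-maximal effect; % of control where 0% means no effect; nearly all actives have a fitted effect of over 45% in size; temperature-sensitive fusion mutants such as fzo1-1 at 37 °C on non-fermentable ethanol glycerol medium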
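Growth-rescue viability read-out: after 48 h at the non-permissive 37C in glycerol/ethanol YPEG, yeast mitochondrial fusion mutants are measured by CellTiterGlo luminescence; compounds (23 nl pinned per well) restoring growth score as division inhibitors or fusion activators.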
TSHR antagonist: human thyrotropin receptor antagonism; P16473; TSHR-expressing cells, TSH-stimulated cAMP HTRF, 2 h; active compounds read low; activity change, negative = inhibition, % at 11.5 µM; 330,000 tested, 0.2% active; AID 504810;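 active = activity change below a set negative limit, meaning inhibition stronger than a set level, cut at about -70% in these data; inconclusive = activity change between two set negative limits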; also: % is scaled to controls: 0 for no effect and ±100 for the full control effect
Target sequence (P16473 whole entry, looked up): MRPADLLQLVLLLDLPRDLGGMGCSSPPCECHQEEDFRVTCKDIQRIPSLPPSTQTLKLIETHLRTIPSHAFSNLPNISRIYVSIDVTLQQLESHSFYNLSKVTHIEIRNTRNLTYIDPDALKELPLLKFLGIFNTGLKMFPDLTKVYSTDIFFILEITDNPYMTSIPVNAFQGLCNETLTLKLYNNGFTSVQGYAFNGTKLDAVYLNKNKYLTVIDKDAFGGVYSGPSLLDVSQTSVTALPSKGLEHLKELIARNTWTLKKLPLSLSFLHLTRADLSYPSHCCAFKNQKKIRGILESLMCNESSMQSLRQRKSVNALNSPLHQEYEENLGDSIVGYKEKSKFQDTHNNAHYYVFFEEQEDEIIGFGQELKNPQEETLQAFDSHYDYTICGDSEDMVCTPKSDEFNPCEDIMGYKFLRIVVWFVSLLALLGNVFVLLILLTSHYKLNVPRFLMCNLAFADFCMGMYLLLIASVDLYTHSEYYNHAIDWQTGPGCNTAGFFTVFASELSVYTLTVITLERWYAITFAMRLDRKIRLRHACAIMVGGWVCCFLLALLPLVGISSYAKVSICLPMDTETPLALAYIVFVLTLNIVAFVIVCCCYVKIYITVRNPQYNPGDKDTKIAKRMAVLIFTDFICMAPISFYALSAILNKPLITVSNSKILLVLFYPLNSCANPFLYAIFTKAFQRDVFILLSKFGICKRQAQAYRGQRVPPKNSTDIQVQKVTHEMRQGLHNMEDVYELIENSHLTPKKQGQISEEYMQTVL
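Read-out is FRET at 665 nm (cryptate excitation 337 nm) from a cryptate-tagged anti-cAMP antibody, competed by cell cAMP against cAMP-d2. Compounds are tested on freshly harvested TSHR cells challenged with 4nM TSH (EC80) for 2 hours at 37 deg C.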
Integrin act MD: activators of alpha7 integrin expression for muscular dystrophy | alpha7betagal myoblasts, beta-gal FDG fluorescence, 48 h | Potency, µM (series often up to 38.3 µM), for the others: at the highest dose activation, hits mostly activators | 350,000 tested, 0.064% active | AID 624291;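 also: potency is read from the fitted curve at half-maximal effect; 100% = response of the positive control SU9516; nearly all actives have a fitted effect of over 60% in size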
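Alpha7betagal+/- myoblasts (passage 13) were plated 16-24 hr, then exposed to compounds (1:260 dilution of DMSO stock) for 48 hours at 37C. After MPER lysis, β-galactosidase reporter activity was read as FDG fluorescence (ex 480/em 540) after 30 minutes.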
TCR act: T cell receptor activation; primary human leukocytes, anti-CD3, IL-2 HTRF, 48 h; Potency, µM (series often up to 9.22 µM), inactives show top-dose activation of IL-2 secretion, hits mostly activators; 330,000 tested, under 10 active; also: % of control where 0% means no effect
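Primary human leukocytes were stimulated with a-CD3 beads plus compounds for 48 hr without co-stimulation; secreted IL-2 was quantified by HTRF using a-IL-2-K (europium cryptate) and a-IL-2-d2, excited at 320nm with acceptor emission read at 665nm.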
TSG101-PTAP inh: blocks PTAP/TSG101 interaction to inhibit HIV-1 budding | Fluorescence polarization, FITC-PTAP peptide / Tsg101 binding | Q99816 | 340,000 tested, under 10 active | Potency, µM (series often up to 115 µM), inactives show top-dose activity change, negative = inhibition, actives largely listed as inhibitors | AID 493005; active = well fitted inhibition curve with a large enough effect in the main read-out, with a control signal flat, not every such curve was filed as active; inconclusive = small, poorly fitted or top-dose-only effect, or effect the other way, or a change in a side signal; inactive = no such curve, though single readings can be large or run the other way; also: potency is read from the fitted curve at half-maximal effect; % of control where 0% means no effect
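Steps: Tsg101 binding domain dispensed (10 uM final), compounds pinned in DMSO, FITC-labeled PTAP-motif peptide added (50 nM final); after 20 min binding at room temperature, polarization measured.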
MBNL1 CUG block: MBNL1-poly(CUG) RNA binding inhibition. TR-FRET MBNL1-His/biotin-(CUG)12 binding, 665/545 ratio. Q9NR56. 280,000 tested, 0.036% active. Potency, µM (doses to about 57.5 µM), without a hit: top-dose activity change, negative = inhibition, actives largely listed as inhibitors; active = well fitted inhibition curve with a large enough effect in the signal ratio, with a control signal flat, not every such curve was filed as active; inconclusive = small, poorly fitted or top-dose-only effect, or effect the other way, or a change in a side signal; inactive = no such curve, though single readings can be large or run the other way; the % refers to the signal ratio; also: potency is read from the fitted curve at half-maximal effect; % is scaled to controls: 0 for no effect and ±100 for the full control effect
Target sequence (Q9NR56 whole entry, looked up): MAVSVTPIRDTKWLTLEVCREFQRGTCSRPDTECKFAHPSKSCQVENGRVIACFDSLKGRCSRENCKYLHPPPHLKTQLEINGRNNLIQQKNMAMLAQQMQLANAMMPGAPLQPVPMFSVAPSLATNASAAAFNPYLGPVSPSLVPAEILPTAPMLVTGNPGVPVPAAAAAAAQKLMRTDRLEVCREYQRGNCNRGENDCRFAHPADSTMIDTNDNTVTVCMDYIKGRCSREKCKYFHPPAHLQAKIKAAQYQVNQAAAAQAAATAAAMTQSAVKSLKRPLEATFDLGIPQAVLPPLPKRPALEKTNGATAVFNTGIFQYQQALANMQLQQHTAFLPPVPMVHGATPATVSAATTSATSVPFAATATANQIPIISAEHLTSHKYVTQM
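Compounds (final 92 nM to 58 uM) are added to His-tagged MBNL1 and biotin-(CUG)12, then terbium anti-His antibody and streptavidin-XL665 (5 nM final). After 60 min at room temperature, the 665/545 nm ratio is read.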
AT treatment: potential ataxia-telangiectasia treatments restoring KAP-1 phosphorylation | […] A-T fibroblasts, KAP-1 phosphorylation AlphaLISA; neocarzinostatin DNA damage 30 min before lysis | Potency, µM (series often up to 57.5 µM), for inactives: at the top dose activation, most hits filed as activators | 320,000 tested, 0.19% active | AID 485349; also: potency is read from the fitted curve at half-maximal effect; % of control where 0% means no effect; nearly all actives have a fitted effect of over 45% in size
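hTERT-immortalized A-T patient fibroblasts ([…]), 500 cells/well in OPTI-MEM, 1% FBS, got compounds for 60 min, then NCS for 30 min at 37C. Lysates were then assayed for phospho-KAP-1 by AlphaLISA (anti-pKAP1 donor, anti-KAP1 acceptor beads), 6 hr at 25C.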
Menin-MLL TR inh: menin-MLL binding inhibition, Texas Red mutant peptide; O00255; Menin + Texas Red MLL mutant peptide, fluorescence polarization; Potency, µM (series often up to 61.6 µM), inactives show at the highest dose FP activity change, negative = inhibition, most hits filed as inhibitors; 270,000 tested, 0.23% active; AID 1768; active = well fitted inhibition curve with a large enough effect in the polarisation, with a control signal flat, not every such curve was filed as active; inconclusive = small, poorly fitted or top-dose-only effect, or effect the other way, or a change in a side signal; inactive = no such curve, though single readings can be large or run the other way; the % refers to the polarisation; also: potency is read from the fitted curve at half-maximal effect; % of control where 0% means no effect; many of its hits are not listed in these tables
* hit, by the source's call; i = inactive; ? = inconclusive; · = not tested or not shown; [ ] = dose if it differs, or a comment. Unless noted, calls follow the shape of the dose curve; as a rule, active = well fitted curve in the direction sought with a large enough effect; inconclusive = small, poorly fitted or top-dose-only effect, or another doubt; inactive = no such curve, though single readings can be large; an effect the other way counts as inactive or inconclusive.

SMILES | ASM inhibitor | CXXC DNA block | Mito fusion act | TSHR antagonist | Integrin act MD | TCR act | TSG101-PTAP inh | MBNL1 CUG block | AT treatment | Menin-MLL TR inh
COc1cc(Cl)c(C)cc1NC(=O)COC(=O)c1cc(SC)ccc1Cl | -2% | 7% | -2% | 21 | 0% | 7%[46.1 µM] | 1% | 52%[activator] | 1% | -10%
NS(=O)(=O)c1ccc(CCNC(=O)c2ccc(S(=O)(=O)N3CCCCC3)cc2)cc1 | 3% | 19% | -3% | 4 | 12% | 9% | -6% | -5% | -2% | 7%
Cc1ccc(C2CC(c3ccccc3)=NN2C(=O)CSc2nnc(-c3ccncc3)n2C)o1 (stereo not drawn) | -4% | 6% | -1% | 10 | -22% | -1%[46.1 µM] | 0% | 5% | 4% | -7%
Cc1ccc(S(=O)(=O)N2c3ccccc3-c3c(ssc3=S)C2(C)C)cc1 | -2% | 3% | 26% | -4 | 14% | 2%[46.1 µM] | -3% | 6% | -4% | -12%
O=C(Nc1ccc(Cl)cc1)c1ccco1 | -2% | 3% | 1% | 6 | -8% | 7% | -2% | -5% | 6% | 25%
O=C(CNC(=O)N1CC(=O)Nc2ccccc21)NCCc1c[nH]c2ccccc12 | 0% | 4% | 0% | -6 | 7% | 1% | -3% | 7% | -1% | 5%
O=C1CN(C(=O)COC(=O)[C@@H]2CCCN2S(=O)(=O)c2ccc(Cl)cc2)c2ccccc2N1 | 0% | · | · | -13 | -12% | -3% | -2% | · | 11% | ·
Clc1cccc(-c2nn3c(-c4cccc(Cl)c4)nnc3s2)c1 | · | -8% | 1% | 33 | · | · | · | 6% | 11% | -4%
O=S(=O)(c1ccc2c(c1)CCCN2)N1CCCCC1 | 4% | · | -1% | 27 | -20% | 4% | -5% | · | 4% | ·
COC(=O)C1CCN(C(=O)COC(=O)c2oc3ccc(OC)cc3c2C)CC1 | 0% | 3% | 4% | 5 | -16% | · | 1% | 0% | -2% | -8%
COc1ccccc1NC(=O)CSc1n[nH]c(-c2cccnc2)n1 | 1% | -1% | 3% | -11 | 10% | -1% | -3% | 1% | -2% | 0%
CC1CC(C)CN(C(=O)COC(=O)c2ccc3c(c2)C(=O)N(Cc2ccco2)C3=O)C1 (stereo not drawn) | -3% | · | 0% | -5 | -7% | -2% | -3% | · | -6% | ·
Cc1ccc(S(=O)(=O)N2CCOC2CNC(=O)C(=O)NCCc2ccccc2)cc1 (stereo not drawn) | 3% | -4% | 3% | -4 | 26% | 9% | 0% | -1% | 1% | ·
COc1ccc(CCNC(=O)CSc2nc3cc(Cl)ccc3o2)cc1OC | 0% | 3% | 12% | -15 | 15% | 0% | -3% | 3% | 6% | ·
CCS(=O)(=O)C1=NN2C(=N)/C(=C\c3ccc(OCCOc4cccc(OC)c4)c(OC)c3)C(=O)N=C2S1 | -1% | -18% | -11% | 14 | 7% | 4% | 1% | 1% | 14% | ?
CCOC(=O)CCCCC(=O)c1[nH]c(=O)[nH]c1Cn1cnc2ccccc21 | -4% | -3% | -6% | 8 | 19% | -3% | -2% | 10µM* | 2% | ?
CC(=O)N1CCN(S(=O)(=O)c2ccccc2)C1c1ccccc1 (stereo not drawn) | -1% | -5% | 3% | 3 | 8% | 0% | -5% | -1% | 3% | 7%
CC(=O)O[C@@H]1C[C@H]2C(C)(C)C(=O)C=C[C@]2(C)[C@H]2CC[C@@]3(C)[C@H](c4ccoc4)OC(=O)[C@H]4O[C@]43[C@@]21C | 0% | 6% | 23% | 4 | -10% | -2% | 1% | 3% | 12% | -1%
Nc1nc2ccc(Oc3ccccc3)cc2s1 | 0% | 0% | 20% | -4 | 3% | 5% | -3% | 6% | 1% | 7%
O=C(NCC1CCCO1)c1cccnc1NCc1ccc(F)cc1 (stereo not drawn) | 12% | -1% | 9% | -13 | -14% | 4% | -2% | 1% | 0% | 5%
CNC(=O)/C(C#N)=C\c1ccc(CNS(=O)(=O)c2ccccc2)o1 | 7% | 7% | -6% | -3 | 39% | 0%[46.1 µM] | -2% | · | 3% | 1%
CN1CCc2c(sc(/N=C/c3c[nH]c4ccccc34)c2C#N)C1 | 251%[activator] | ? | -5% | 4 | 6% | -7% | 1% | 11% | -1% | ·
CCc1ccc(C(=O)CSC2=C(C#N)C(c3ccco3)C(C(C)=O)=C(C)N2)cc1 (stereo not drawn) | · | 0% | 3% | -20 | · | · | · | ? | 3% | ?
Cc1ccccc1N(C(=O)Cn1nnc(-c2ccc(F)cc2)n1)C(C(=O)NC(C)(C)C)c1ccncc1 (stereo not drawn) | 4% | -2% | -12% | 16 | -2% | -4% | 1% | ? | -5% | 7%
Cc1sc2nc(CN3CCCC3)nc(N3CCN(S(=O)(=O)c4ccccc4)CC3)c2c1C | 10% | · | 1% | 15 | -25% | -6% | -6% | · | -3% | ·
CSc1ncc(Cl)c(C(=O)Nc2cccc(C)c2)n1 | -9% | 2% | 6% | -18 | 0% | 0%[46.1 µM] | -1% | 8% | -7% | 13%
CCCNC(=O)c1ccc(N2CCC3(CC2)CC(c2cccc(Br)c2)=NO3)c(NC(=O)c2ccc(Br)cc2)c1 | -6% | · | 5% | -9 | 2% | 1% | -1% | · | 10% | ·
CC(=O)c1ccc(OCc2cc(C(=O)N3CC4C[C@@H]5CC3C[C@H](C4)C5)no2)cc1 | -3% | 28% | -1% | -10 | -37%[inhibitor] | -3% | -2% | 2% | 2% | ·
Cc1ccc(C(=O)OCC(=O)c2ccccc2)cc1 | · | 4% | -3% | -12 | 11% | -8% | 0% | 3% | 4% | 0%
Cc1nn(-c2ccccc2)c(N)c1C(O)(C(F)(F)F)C(F)(F)F | 6% | 1% | 1% | 20 | -10% | 6%[46.1 µM] | 0% | -22% | -2% | -1%
COc1cccc(CNC(=O)c2ccc(S(=O)(=O)N3CCCC3)cc2)c1 | -2% | 0% | -12% | -3 | 17% | -2% | -2% | 0% | -3% | ·
CCC[C@@H](CN1CCC[C@H]1CN1C(N)=NC[C@H]1C(C)C)N1C[C@@H]([C@H](C)CC)N(CCCC2CCCC2)C1=N | -13% | · | · | 16 | 0% | -2% | -4% | · | 1% | ·
Cc1ccc(S(=O)(=O)N2CCN(C(=O)COC(=O)c3ccc(Br)o3)CC2)c(C)c1 | -1% | · | 13% | -2 | -5% | 2% | -2% | · | 0% | ·
CCc1ccc(-c2nc(NC(=S)NC(=O)c3cccs3)sc2C)cc1 | -3% | 9% | 1% | 7 | 10% | -12% | 2% | -1% | 1% | ?
C=CC[C@@H](CC(=O)N(CCO)Cc1ccccc1)C(=O)N[C@H](C)COC(=O)[C@@H](CC=C)Cc1ccc(F)cc1 | 2% | · | · | -8 | -18% | -1% | · | · | -2% | ·
CCOc1ccc(C2=Nn3cnnc3SC2)cc1 | 4% | -1% | 2% | 5 | 1% | -1% | -7% | 10% | 0% | -2%
CCOc1ccccc1NC(=O)CSc1nnc(-c2cnccn2)n1CC | 1% | 3% | 2% | 2 | 9% | 1% | -3% | 1% | 0% | 3%
COc1ccc(Cc2nnc(NC(=O)c3cccc(C)c3)s2)cc1 | 0% | -3% | 5% | 2 | -7% | 1% | 1% | 1% | 4% | -18%
Cc1ccc(S(=O)(=O)N(C)C[C@H]2Oc3ccc(NC(=O)Nc4c(C)noc4C)cc3CC(=O)N([C@@H](C)CO)C[C@@H]2C)cc1 | -2% | · | · | -2 | 8% | 2% | -5% | · | · | ·
CCc1ccccc1NC(=O)CN(C)C(=O)CSc1nnc(Nc2ccc(C)cc2)s1 | -5% | -2% | -1% | -4 | -6% | -4%[46.1 µM] | 1% | 9% | 6% | 15%
NCC(=O)Nc1ccc(Br)cc1 | 1% | 6% | -8% | 5 | 5% | 0% | 4% | -3% | -1% | 9%
Cc1sc(NC(=O)c2ccccc2)c(C(=O)NCCN(C)C)c1C | 5% | 13% | -2% | 6 | 7%[7.66 µM] | 4% | -7% | -2% | 3% | -1%
COc1ccccc1[C@H]1C(c2ccccc2)=NN(c2ccccc2)[C@@H]1CO | i | · | · | 34 | 26% | -2%[46.1 µM] | -3% | · | 25% | ?
CCOc1cc(CNc2nn[nH]n2)ccc1OCC(=O)NC(C)(C)C | 2% | 10% | -3% | 4 | -23% | 2% | -4% | 3% | -1% | -26%
CCn1c(C)nnc1SCC(=O)Nc1cccc(C(F)(F)F)c1 | 0% | 7% | 0% | 10 | -9% | · | 0% | 3% | -30% | -5%

Some of the compounds tested; rates above refer to the full screens.
